Ba/F3 V617F tox – loss of viability in JAK2V617F-driven Ba/F3 cells; 220,000 compounds, 1.1% hits; inhibition, % at 5.6 µM; Ba/F3 EpoR-JAK2V617F viability, ATP luminescence;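 active = inhibition above the campaign mean plus 3 SD over all tested compounds, cut at about 24% in these data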;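 note: cytokine-independent growth of Ba/F3 cells driven by EpoR plus mutant JAK2; 0% = DMSO-treated cells and 100% = JAK inhibitor I control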
MDM2 E3 inh – inhibitors of human Mdm2 E3 ubiquitin ligase; Q00987; cell-based MDM2 ubiquitination luciferase reporter, 2 h; 0 = plate control, 100 = twice control, blank-subtracted; signal enhancement, % at 5 µM; 210,000 compounds, 0.11% hits;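 active = signal enhancement of 30% or more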;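 note: luminescence tracks abundance of the self-degrading MDM2-luciferase fusion protein; higher signal means inhibition of MDM2 E3 ligase activity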
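Assay system: stable mammalian line carrying autodegrading MDM2–luciferase fusion reporter; amount: 2000 cells seeded into each well; buffer or medium: DMEM; benchmarks: plate control and blank wells; signal: luciferase luminescence; timing: 2 h compound exposure at 37 °C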
eIF4E-4G inh – eIF4E/eIF4G interaction inhibition in translation initiation; AID 782; TR-FRET eIF4E-eIF4GI(517-606) binding, 2 h; 220,000 compounds, 0.37% hits; P63073+Q04637; inhibition, % at 21.7 µM;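 active = inhibition above about 30%, limit read from the data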;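 note: 0% = full FRET control wells and 100% = background wells lacking eIF4GI fragment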
Target sequence (P63073 whole entry, looked up, the tested form may be a part): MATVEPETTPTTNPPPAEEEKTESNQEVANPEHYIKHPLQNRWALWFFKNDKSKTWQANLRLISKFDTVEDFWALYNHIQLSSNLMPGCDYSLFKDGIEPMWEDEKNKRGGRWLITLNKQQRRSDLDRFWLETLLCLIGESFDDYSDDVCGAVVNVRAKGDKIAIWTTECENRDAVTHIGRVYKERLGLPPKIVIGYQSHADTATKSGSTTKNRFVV
Target sequence (Q04637 whole entry, looked up, the tested form may be a part): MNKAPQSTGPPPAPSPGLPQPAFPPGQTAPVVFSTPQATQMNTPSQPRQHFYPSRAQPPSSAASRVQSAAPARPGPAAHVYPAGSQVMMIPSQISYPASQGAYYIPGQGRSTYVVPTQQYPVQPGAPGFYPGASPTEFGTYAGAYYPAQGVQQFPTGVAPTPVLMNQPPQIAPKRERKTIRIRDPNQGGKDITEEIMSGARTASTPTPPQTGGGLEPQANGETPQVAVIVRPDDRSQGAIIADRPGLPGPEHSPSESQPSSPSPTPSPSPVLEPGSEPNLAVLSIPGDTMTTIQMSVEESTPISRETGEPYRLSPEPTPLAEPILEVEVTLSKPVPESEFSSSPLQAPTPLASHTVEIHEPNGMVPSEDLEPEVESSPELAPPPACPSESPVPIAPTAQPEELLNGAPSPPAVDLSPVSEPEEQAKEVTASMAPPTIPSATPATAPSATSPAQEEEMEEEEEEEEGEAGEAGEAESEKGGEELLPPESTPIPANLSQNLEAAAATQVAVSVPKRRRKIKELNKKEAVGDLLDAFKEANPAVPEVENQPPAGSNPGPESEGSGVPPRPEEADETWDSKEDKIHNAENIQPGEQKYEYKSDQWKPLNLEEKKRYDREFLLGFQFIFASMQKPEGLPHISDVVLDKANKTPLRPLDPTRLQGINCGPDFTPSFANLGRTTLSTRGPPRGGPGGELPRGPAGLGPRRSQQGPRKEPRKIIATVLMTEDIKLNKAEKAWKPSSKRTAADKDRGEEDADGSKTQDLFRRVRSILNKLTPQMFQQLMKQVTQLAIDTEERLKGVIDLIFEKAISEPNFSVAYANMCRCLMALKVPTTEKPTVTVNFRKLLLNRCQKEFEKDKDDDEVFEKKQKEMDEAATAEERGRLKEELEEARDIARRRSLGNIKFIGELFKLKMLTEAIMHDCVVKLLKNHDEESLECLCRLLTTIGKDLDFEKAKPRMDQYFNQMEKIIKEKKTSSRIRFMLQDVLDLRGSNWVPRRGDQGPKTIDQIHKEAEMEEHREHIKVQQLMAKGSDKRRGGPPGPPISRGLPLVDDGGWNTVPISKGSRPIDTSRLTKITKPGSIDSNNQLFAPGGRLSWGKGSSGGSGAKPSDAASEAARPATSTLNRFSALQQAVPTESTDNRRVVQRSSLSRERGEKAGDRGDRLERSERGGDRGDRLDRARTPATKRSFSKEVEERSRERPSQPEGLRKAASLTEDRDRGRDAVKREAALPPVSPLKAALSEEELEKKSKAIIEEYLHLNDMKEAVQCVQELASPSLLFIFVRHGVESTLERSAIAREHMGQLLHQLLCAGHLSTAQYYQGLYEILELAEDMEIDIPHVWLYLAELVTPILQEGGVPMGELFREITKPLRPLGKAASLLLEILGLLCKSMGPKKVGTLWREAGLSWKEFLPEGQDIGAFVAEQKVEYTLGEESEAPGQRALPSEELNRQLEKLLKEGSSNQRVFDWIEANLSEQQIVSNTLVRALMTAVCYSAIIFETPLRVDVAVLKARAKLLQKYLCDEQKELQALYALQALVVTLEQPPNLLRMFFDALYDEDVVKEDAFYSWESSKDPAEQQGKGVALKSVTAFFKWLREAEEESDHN
NPY-Y2 PAM-ag – potentiates or activates human NPY-Y2 receptor. cells expressing NPY-Y2, potentiator/agonist read-out. activation, % at 3.6 µM. AID 1359. 220,000 compounds, 0.45% hits; in the data active = activation above about 27%;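 note: cells stimulated with NPY near EC25 plus isoproterenol at EC100; 0% = vehicle plus submaximal agonist and 100% = vehicle plus saturating agonist; some results beyond the cut were filed as inactive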
BaF3 parental – reduces parental Ba/F3 cell viability, JAK2V617F counter-screen; CellTiter-Glo ATP luminescence; AID 1486; inhibition, % at 5.6 µM; 220,000 compounds, 1.1% hits;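 active = inhibition above a per-campaign cutoff, the mean inhibition of all tested compounds plus 3 SD, cut at about 27% in these data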;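 note: 0% = DMSO wells and 100% = JAK Inhibitor I control wells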
S1P4 antag – blocks the human S1P4 receptor; S1P4-expressing cells, antagonist mode, reporter read-out; inhibition, % at 4.98 µM; 220,000 compounds, 0.26% hits; AID 1510; in the data active = inhibition above about 29%;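 note: 0% = wells stimulated with agonist and 100% = vehicle wells without agonist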
Wee1 degr inh – blocks degradation of human Wee1 kinase; P30291; HeLa Luc-Wee1K328M stability, luciferase luminescence; 100% = proteasome inhibitor MG132 effect; reporter increase, % at 5 µM; 220,000 compounds, 1.2% hits; AID 1321;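 active = activation above the mean of all tested compounds plus 3 SD, set per screening run, cut at about 8.8% in these data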;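 note: cells exposed to compound for 20 h before luminescence read; 0% = DMSO alone and 100% = MG132 at 30 µM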
PERK inhibitor – inhibitors of human PERK kinase; Q9NZJ5; CHO PERK-DD fusion, SEAP luminescence translation reporter; inhibition, % at 5.6 µM; 220,000 compounds, 0.17% hits; AID 1416;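 active = inhibition above the mean inhibition of all tested compounds plus 3 SD, set separately per screening campaign, cut at about 2.9% in these data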;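 note: PERK kinase domain activated by AP20187 dimerizer at 100 nM; 0% = DMSO with dimerizer and 100% = rapamycin at 8.4 µM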
S1P4 ag – human S1P4 receptor agonism. O95977. S1P4-expressing cell line, agonist reporter assay. activation, % at 4.98 µM. 220,000 compounds, 0.35% hits. AID 1509; in the data active = activation above about 11%;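 note: 0% = DMSO vehicle and 100% = reference agonist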
* marks the source's active call; other numbers are inactive results; . = no result given; [ ] = remark or other dose. Only part of the results is shown, so the mix of outcomes need not match the whole.

SMILES	Ba/F3 V617F tox	MDM2 E3 inh	eIF4E-4G inh	NPY-Y2 PAM-ag	BaF3 parental	S1P4 antag	Wee1 degr inh	PERK inhibitor	S1P4 ag
Cc1cc(N2C(=O)C3CCCN3C2c2sccc2C)no1 (stereo not drawn)	-3	-10	3[fluorescence artefact?]	-2	-2	-4	1	0.7	2.1
Cc1cccc(CN2CCCC(C(=O)c3cccc(OC(C)C)c3)C2)n1 (stereo not drawn)	0	-11	1	-1	4	2	1	-0.2	-0.5
CC(=NCC1CCCO1)c1c(O)n(Cc2ccccc2)c(=O)[nH]c1=O (stereo not drawn)	-1	-2	-8	17	4	3	-1	0.2	-0.8
CCC(=O)c1cn(Cc2ccccc2)c2ccccc12	-1	7	1	-17	7	-15	3	-0.7	-1.1
CCn1nc(/C=C/c2ccccc2)nc2c(=O)n(C)c(=O)nc1-2	44*	-44	-1	-14	24	12	-2	0.2	3.3
Cc1ccc(C2N3CCCN23)cc1 (stereo not drawn)	-3	-4	3	-11	2	-11	-2	1.3	1.4
CC1(C)N=C(c2ccccc2)[C@@H]2C(c3ccc([N+](=O)[O-])cc3)N21 (stereo partly drawn)	-2	-13	5	10	3	-2	-1	-0.2	0.5
COc1ccc(/C=C2\C(=N\O)C3CCN2CC3)cc1	-3	-1	5[fluorescence artefact?]	-5	-2	-16	-1	0.3	2.8
Cc1ccc(NP(=O)(c2ccccc2)c2nc3ccccc3s2)cc1 (stereo not drawn)	-1	1	11	-15	2	-8	-2	0.8	1.5
CCOC(=O)C(O)(c1ccc(N(CC)C(=O)COc2ccccc2)cc1)C(F)(F)F (stereo not drawn)	-4	0	-5[fluorescence artefact?]	4	4	-11	-1	0.3	1.4
COc1ccc(CC2(CCc3ccncc3)C(=O)NC(=O)NC2=O)cc1	-7	7	-2	-2	2	-19	1	0.9	0.9
CCOC(=O)C1(CCOc2ccccc2)CCN(C2Cc3ccccc3C2)CC1	-1	-7	1	-1	2	-9	-5	-0.9	3.4
Clc1cccc(CN2CCCCC2c2cccnc2)c1 (stereo not drawn)	-3	.	.	9	1	-2	-1	0.8	0.8
CCOP(=O)(OCC)C(NC(C)=O)C(Cl)(Cl)Cl (stereo not drawn)	1	-19	3	-22	10	-8	-1	0.3	-1.2
CC(C)(C)n1cc(C(=O)c2ccccc2)cc1-c1ccccc1	2	-15	4	1	0	0	0	-1.9	2.6

Sorted by molar mass (lowest first): 5 of the compounds above
SMILES	Ba/F3 V617F tox	MDM2 E3 inh	eIF4E-4G inh	NPY-Y2 PAM-ag	BaF3 parental	S1P4 antag	Wee1 degr inh	PERK inhibitor	S1P4 ag
Cc1cc(N2C(=O)C3CCCN3C2c2sccc2C)no1 (stereo not drawn)	-3	-10	3[fluorescence artefact?]	-2	-2	-4	1	0.7	2.1
CC(=NCC1CCCO1)c1c(O)n(Cc2ccccc2)c(=O)[nH]c1=O (stereo not drawn)	-1	-2	-8	17	4	3	-1	0.2	-0.8
COc1ccc(CC2(CCc3ccncc3)C(=O)NC(=O)NC2=O)cc1	-7	7	-2	-2	2	-19	1	0.9	0.9
CCOC(=O)C1(CCOc2ccccc2)CCN(C2Cc3ccccc3C2)CC1	-1	-7	1	-1	2	-9	-5	-0.9	3.4
CCOC(=O)C(O)(c1ccc(N(CC)C(=O)COc2ccccc2)cc1)C(F)(F)F (stereo not drawn)	-4	0	-5[fluorescence artefact?]	4	4	-11	-1	0.3	1.4

Given with two lines to a compound: 2 of the compounds above
Under each structure – Ba/F3 V617F tox, MDM2 E3 inh, eIF4E-4G inh, NPY-Y2 PAM-ag, BaF3 parental, S1P4 antag, Wee1 degr inh, PERK inhibitor, S1P4 ag
> CC(=NCC1CCCO1)c1c(O)n(Cc2ccccc2)c(=O)[nH]c1=O (stereo not drawn)
→ -1, -2, -8, 17, 4, 3, -1, 0.2, -0.8
> CCC(=O)c1cn(Cc2ccccc2)c2ccccc12
→ -1, 7, 1, -17, 7, -15, 3, -0.7, -1.1

Only eIF4E-4G inh and NPY-Y2 PAM-ag (4 entries from above):
structure,eIF4E-4G inh,NPY-Y2 PAM-ag
Cc1ccc(C2N3CCCN23)cc1 (stereo not drawn),3,-11
CCn1nc(/C=C/c2ccccc2)nc2c(=O)n(C)c(=O)nc1-2,-1,-14
CC1(C)N=C(c2ccccc2)[C@@H]2C(c3ccc([N+](=O)[O-])cc3)N21 (stereo partly drawn),5,10
COc1ccc(CC2(CCc3ccncc3)C(=O)NC(=O)NC2=O)cc1,-2,-2

More entries follow.
SMILES	Ba/F3 V617F tox	MDM2 E3 inh	eIF4E-4G inh	NPY-Y2 PAM-ag	BaF3 parental	S1P4 antag	Wee1 degr inh	PERK inhibitor	S1P4 ag
CC(C(=O)O)N(C(=O)c1ccccc1)c1ccc(F)c(Cl)c1 (stereo not drawn)	-2	-9	1	4	2	-2	-3	1.5	1.5
O=c1[nH]c(=O)n(Cc2ccccc2)c(O)c1C=NCCN1CCNCC1	-4	2	0	18	3	-6	-1	0.6	-1.7
Cc1cccnc1NC1=NCC(C)S1 (stereo not drawn)	-2	-3	1	3	1	-14	-3	0.8	0.8
O=c1c2ccccc2nc(-c2ccccc2)n1-c1ccccc1	2	-12	-4	-22	3	8	3	-1.7	-0.6
CCC12CN3CCN(CC(C3)/C1=N/NC(=O)c1ccncc1)C2	-1	-13	-5	-10	1	-9	-3	0.1	-0.3
CCCCn1c(O)c(C(C)=Nc2ccc3c(c2)CCC3)c(=O)[nH]c1=O	-2	12	-7	2	-2	0	-4	-0.2	0.4
Fc1ccc(C2NCCc3[nH]cnc32)cc1 (stereo not drawn)	-3	-14	0[fluorescence artefact?]	2	7	1	0	1.2	4.3
c1ccc(CNC2=NCCS2)cc1	-3	-15	2	5	2	8	-1	0.3	-3.0
O=C1NC(=O)N(c2ccccc2)C(=O)/C1=C/C=C/c1ccco1	1	10	5	5	-2	-1	0	0.0	1.9
O=C(c1ccc(N2CC3CC(C2)c2cccc(=O)n2C3)c([N+](=O)[O-])c1)N1CCCCC1 (stereo not drawn)	0	-3	0[fluorescence artefact?]	18	4	-13	-4	0.4	0.5
COC1C(OC(=O)c2ccc(C)[nH]2)C(O)C(Oc2ccc3c(O)c(NC(=O)c4ccc(O)c(CC=C(C)C)c4)c(=O)oc3c2Cl)OC1(C)C (stereo not drawn)	-4	-7	6	34	3	4	0	0.7	2.0
O=c1c2ccccc2nc(-c2ccccc2)n1-c1ccncc1	1	-12	-9	-12	5	4	-4	-0.1	-0.7
CCOP(=O)(OCC)C(NC(=O)c1ccccc1C)C(Cl)(Cl)Cl (stereo not drawn)	-4	-13	1	4	5	-1	0	0.2	1.3
Cc1ccc(-n2c(/C=C/c3ccc4c(c3)OCO4)nc3ccccc3c2=O)cc1	6	-14	0	-21	8	-9	11*	-1.3	-3.2
O=C1CN=C(c2ccccc2)c2ccccc2N1Cc1ccc(C(F)(F)F)cc1	2	7	-9	-2	11	-14	-1	1.1	-1.4

Retrieved by compound from the entries so far, two records:
SMILES	Ba/F3 V617F tox	MDM2 E3 inh	eIF4E-4G inh	NPY-Y2 PAM-ag	BaF3 parental	S1P4 antag	Wee1 degr inh	PERK inhibitor	S1P4 ag
O=c1[nH]c(=O)n(Cc2ccccc2)c(O)c1C=NCCN1CCNCC1	-4	2	0	18	3	-6	-1	0.6	-1.7
O=c1c2ccccc2nc(-c2ccccc2)n1-c1ccncc1	1	-12	-9	-12	5	4	-4	-0.1	-0.7

Continued.
SMILES	Ba/F3 V617F tox	MDM2 E3 inh	eIF4E-4G inh	NPY-Y2 PAM-ag	BaF3 parental	S1P4 antag	Wee1 degr inh	PERK inhibitor	S1P4 ag
COc1ccc(CCn2c(O)c(C=NCCCn3ccnc3)c(=O)[nH]c2=O)cc1OC	1	-5	-2	-7	4	-1	2	-0.1	0.9
OC1CCCCC1N1CCC(c2ccccc2)CC1 (stereo not drawn)	0	.	3	4	3	-20	6	0.7	0.8
CCC(=NCCCN1CCOCC1)c1c(O)n(-c2ccccc2C)c(=O)[nH]c1=O	-3	-23	1	-18	0	-5	2	0.6	1.1
CC(=O)Nc1ccc(N=Cc2c(O)n(Cc3ccco3)c(=O)[nH]c2=O)cc1	-4	-5	4	10	-2	1	0	2.4	1.3
CC(=NCCC1=CCCCC1)c1c(O)n(-c2ccccc2)c(=O)[nH]c1=O	3	-14	3	-7	0	-3	-1	-2.1	0.3
CN(C)c1ccc(/C=C2\C(=O)NC(=O)N(CCc3ccc(F)cc3)C2=O)cc1	-4	-15	3	0	0	17	-4	-0.4	0.1
O=C(O)c1ccc(N=Cc2c(O)n(Cc3ccc(F)cc3)c(=O)[nH]c2=O)cc1	5	11	-3	-16	-3	5	-1	0.3	2.2
C=CCn1c(O)c(/C=N/N2CCOCC2)c(=O)[nH]c1=S	1	-6	2	-14	7	-11	0	0.7	0.6
CCC(C)NC(=O)CN1C(=O)CN=C(c2ccccc2)c2ccccc21 (stereo not drawn)	-2	-63	4	6	7	-15	-3	3.1*	-3.1
CCOP(=O)(CN(CC)CCNP(=O)(OCC)OCC)OCC	-2	-2	-8	-1	6	-3	2	1.4	-1.1
COCCNC(=O)c1c(NC(=O)c2ccc(Br)o2)n(Cc2ccccc2)c2nc3ccccc3nc12	3	-7	12	-12	-1	15	1	0.1	2.3
CC(=O)N1CC(=O)Nc2ccc(Cl)cc2C1c1ccc(F)cc1 (stereo not drawn)	-3	-9	-1	20	-1	0	0	0.2	1.6
C=CCN1CC[C@]23c4c5ccc(O)c4OC2C(=O)CC[C@@]3(O)C1C5 (stereo partly drawn)	1	.	3	-2	-3	-1	-3	0.1	0.5
Oc1c(Cl)cc(Cl)cc1CN1CCN(Cc2ccccc2)CC1	-1	0	-2	-4	1	3	-2	-1.1	-1.3
CCOC(=O)C1CCCCC12C(C#N)=C(N)Oc1n[nH]c(C)c12 (stereo not drawn)	-3	-9	5	-5	-1	-1	-2	0.7	-1.2
CCOc1ccc2nc(N=Nc3c(O)[nH]c(=O)[nH]c3=O)sc2c1	-1	-15	-2	13	-3	11	-1	0.7	-1.4
CN(C)CP(=O)(Nc1ccccc1)N(C)C (stereo not drawn)	-3	-29	-7	-3	-1	10	0	0.4	-0.4
Cn1c(=O)cc(SCC(=O)N2CCC3(CC2)OCCO3)c2ccc(Cl)cc21	3	-6	-1	-9	10	-4	1	-1.2	-0.6
Cc1nn(Cc2ccccc2)c(Cl)c1C(=O)OC(C)C(=O)Nc1ccc(F)cc1Cl (stereo not drawn)	0	-16	-1	-4	8	-6	0	0.7	-0.5
CCOc1cc(CNCCc2c[nH]c3ccccc23)cc(Cl)c1OC	-3	-4	0	-9	0	-4	2	0.3	2.1
c1cncc(C2CCCCN2Cc2ccc3c(c2)OCO3)c1 (stereo not drawn)	-1	-15	-6	-2	5	-2	0	0.5	0.5
O=c1c2ccccc2nc(-c2ccccc2)n1-c1nccs1	2	-6	7	-1	9	-4	-4	0.2	1.7
CCOc1c(Cl)cc(CNCCc2c[nH]c3ccccc23)cc1OC	4	-15	2	-17	6	-6	-3	-0.5	0.0

Assay outcomes from PubChem.
